# CRFBP-R2 agonist: agonists of CRF-BP/CRF-R2 complex, primary screen, cell-based, HEK293, calcium dye fluorescence, uHTS. CRF-binding protein / CRF receptor 2 complex (human). calcium dye fluorescence (FLIPR); percent of saturating CRF peptide response. activation, % at 13.2 µM. 0.46% of 350,000 active. AID 588473, 2011;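 active = activation of at least 50%, plus an integration ratio under a set limit after plate pattern correction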;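 also: plate controls were neutral control wells without compound for no effect and CRF at EC100 for full effect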
# M5 ag: human M5 muscarinic receptor agonists, primary screen, CHO-K1 cells, Fluo-8 calcium fluorescence; 0.19% of 360,000 active; AID 624037, 2012; Muscarinic acetylcholine receptor M5 (Homo sapiens), P08912; activation, % at 3 µM; CHO-K1 hM5 cells; 0% DMSO wells, 100% maximal acetylcholine response;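 active = activation above the run's mean over test compounds plus 3 SD, cut at about 23% in these data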;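 also: signal is peak over basal fluorescence ratio across the kinetic read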
# Target sequence (P08912 whole entry, looked up): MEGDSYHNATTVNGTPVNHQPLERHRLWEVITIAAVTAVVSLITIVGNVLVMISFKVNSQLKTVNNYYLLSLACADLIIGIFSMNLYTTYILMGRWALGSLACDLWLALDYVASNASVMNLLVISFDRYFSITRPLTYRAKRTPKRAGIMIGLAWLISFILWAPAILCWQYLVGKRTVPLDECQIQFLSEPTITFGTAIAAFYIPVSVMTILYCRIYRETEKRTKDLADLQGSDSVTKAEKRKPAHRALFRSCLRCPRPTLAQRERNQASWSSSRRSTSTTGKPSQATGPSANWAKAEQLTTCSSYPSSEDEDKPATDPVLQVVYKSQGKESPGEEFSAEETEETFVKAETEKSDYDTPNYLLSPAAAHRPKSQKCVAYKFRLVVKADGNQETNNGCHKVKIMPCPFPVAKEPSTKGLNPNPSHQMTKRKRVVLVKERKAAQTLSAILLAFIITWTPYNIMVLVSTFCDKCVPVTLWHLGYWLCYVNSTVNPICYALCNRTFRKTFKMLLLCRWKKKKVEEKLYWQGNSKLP
# M1 antag: human M1 muscarinic receptor antagonists, primary screen, CHO-K1 cells, Fluo-8 calcium fluorescence, 1536-well | Muscarinic acetylcholine receptor M1 (Homo sapiens), P11229 | CHO-K1 hM1, ACh EC80 antagonist | inhibition, % at 3 µM | 1.3% of 360,000 active | AID 588852, 2011;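 active = percent inhibition above its own plate's cutoff, namely the mean of that plate's compound wells plus 3 SD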;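 also: peak over basal fluorescence ratio during 140 s after agonist addition; 0% = ACh EC80 plus DMSO and 100% = DMSO alone without agonist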
# Target sequence (P11229 whole entry, looked up): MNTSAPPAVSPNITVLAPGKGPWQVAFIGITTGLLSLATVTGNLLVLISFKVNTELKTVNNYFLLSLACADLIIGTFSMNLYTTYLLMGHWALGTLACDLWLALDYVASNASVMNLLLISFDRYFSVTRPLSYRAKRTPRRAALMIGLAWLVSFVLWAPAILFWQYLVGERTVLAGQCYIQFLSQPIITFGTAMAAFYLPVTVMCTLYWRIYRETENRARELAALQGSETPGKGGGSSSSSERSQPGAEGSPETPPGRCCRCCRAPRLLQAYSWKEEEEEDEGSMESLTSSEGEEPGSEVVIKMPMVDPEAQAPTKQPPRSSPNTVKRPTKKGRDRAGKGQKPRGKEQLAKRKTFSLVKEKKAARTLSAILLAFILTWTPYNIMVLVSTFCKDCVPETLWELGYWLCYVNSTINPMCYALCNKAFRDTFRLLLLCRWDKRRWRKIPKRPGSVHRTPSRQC
# CHRM4 antagonist: human M4 muscarinic receptor antagonists, primary screen, CHO cells, Fluo-8 calcium fluorescence; Muscarinic acetylcholine receptor M4 (Homo sapiens), P08173; CHO-hM4 cells, ACh EC80; inhibition, % at 3 µM; 0.73% of 360,000 active;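 active = inhibition above its plate's cutoff, the mean inhibition of sample wells plus 3 SD, cut at about 27% in these data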;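 also: 0% = acetylcholine EC80 with DMSO and 100% = DMSO without agonist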
# CHRM4 PAM: human M4 muscarinic receptor positive allosteric modulators, primary screen, CHO-K1 cells, Fluo-8 calcium fluorescence. Muscarinic acetylcholine receptor M4 (Homo sapiens), P08173. CHO-K1 hM4/Gqi5, ACh EC20; 0% = ACh EC20, 100% = maximal ACh. activation, % at 3 µM. 0.4% of 360,000 active;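 active = activation above its plate's cutoff, the mean activation of sample wells plus 3 SD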; also: some results filed as inactive read as strong as hits
# CHRM4 agonist: human M4 muscarinic receptor agonists, primary screen, CHO-K1 cells, Fluo-8 calcium fluorescence; Muscarinic acetylcholine receptor M4 (Homo sapiens), P08173; CHO-K1 hM4/Gqi5; vehicle 0%, full acetylcholine response 100%; activation, % at 3 µM; 0.14% of 360,000 active; AID 624127, 2012;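 active = activation above the run mean over all test wells plus 3 SD, cut at about 32% in these data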;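 also: peak over basal fluorescence ratio per well then scaled between controls; 0% = DMSO wells and 100% = acetylcholine at EC100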
# CHRM1 PAM: human M1 muscarinic receptor positive allosteric modulators, primary screen, CHO-K1 cells, Fluo-8 calcium fluorescence, 1536-well | Muscarinic acetylcholine receptor M1 (Homo sapiens), P11229 | CHO-K1 hM1, ACh EC20; 0% = ACh EC20, 100% = maximal ACh | activation, % at 3 µM | 0.088% of 360,000 active | AID 588819, 2011; in the data active = activation above about 19%, passing the limit was not always enough
# M5 antag: human M5 muscarinic receptor antagonists, primary screen, CHO cells, Fluo-8 calcium fluorescence. inhibition, % at 3 µM. CHO-hM5 cells, ACh EC80. 0.59% of 360,000 active. AID 624040, 2012. Muscarinic acetylcholine receptor M5 (Homo sapiens), P08912;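 active = inhibition above a per-plate cutoff, the mean of that plate's test compounds plus 3 SD, cut at about 27% in these data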;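 also: 0% = acetylcholine EC80 with DMSO and 100% = DMSO without agonist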
# M5 PAM: human M5 muscarinic receptor positive allosteric modulators, primary screen, CHO-K1 cells, Fluo-8 calcium fluorescence | Muscarinic acetylcholine receptor M5 (Homo sapiens), P08912 | 0.3% of 360,000 active | CHO-K1 hM5, ACh EC20 PAM; 0% = ACh EC20, 100% = ACh EC100 | activation, % at 3 µM;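 active = activation above the run cutoff, the mean activation of all test compounds plus 3 SD, cut at about 18% in these data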
#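 Assay system: CHO-K1 hM5 cells. Also added: acetylcholine at EC20 concentration, added after compound. Dosing: 3 µM, single dose. Times: compound preincubation 140 s before EC20 acetylcholine addition. Signal: Fluo-8 calcium fluorescence. Measure: % activation relative to EC20 and EC100 ACh responses. Repeats: singlicate, one well per test compound.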
# An asterisk follows results filed as active; . = no result given.
SMILES,CRFBP-R2 agonist,M5 ag,M1 antag,CHRM4 antagonist,CHRM4 PAM,CHRM4 agonist,CHRM1 PAM,M5 antag,M5 PAM
CCN1/C(=c2/s/c(=C3/C(=O)N(c4ccccc4)N=C3C)n(CC)c2=O)C=Cc2ccccc21,-3.1,2,-10,-1,-6,1,5,12,1
CCOC(=O)c1ccc(NC(=O)C(CC)CC)cc1,-2.1,-8,-9,1,3,0,9,-1,-12
CN1C(C(=O)Nc2cccc(O)c2)=CC(c2ccco2)=NS1(=O)=O,0.3,4,-10,-7,5,1,5,3,0
Cc1cc2[nH]c(=O)c(=O)[nH]c2cc1S(=O)(=O)Nc1cccc(F)c1,-0.2,-6,-8,8,-2,0,9,3,-3
Cc1cc(NCCN2CCOCC2)n2ncc(-c3ccccc3)c2n1,-0.3,-1,-16,-9,8,2,9,-9,-2
COc1ccc(-c2cc(C(=O)NCCN3CCOCC3)c3ccccc3n2)cc1OC,-0.7,-1,11,1,1,4,-1,16,-7
COc1ccc([N+](=O)[O-])cc1NC(=O)c1ccc(C)o1,-1.2,-1,-9,4,-1,-1,12,-3,3
O=C(Cn1ccccc1=O)Nc1ccc(Cl)c(S(=O)(=O)N2CCCCC2)c1,2.7,7,4,-7,1,9,4,11,-9
CCOc1cccc(CN2CCCC(N3CCc4cc(OC)c(OC)cc4C3)C2)c1O (centres undefined),-0.6,-6,18,-7,2,1,-12,5,11
CCCc1cc(=O)[nH]c(SCC(=O)N(C)CC(=O)Nc2ccc(F)cc2)n1,0.3,-1,-3,-1,-3,-1,8,4,0
Cc1ccc(-n2nnnc2SCC(=O)NCCC2=CCCCC2)c(C)c1,-0.1,-5,1,2,-7,-1,-4,20,-17
Cc1cccc(Cn2c(NCC(C)O)nc3c2c(=O)n(C)c(=O)n3C)c1 (centres undefined),-3.3,-4,-2,18,13,0,2,-10,3
Cc1ccc(NC(=O)COC(=O)c2ccc([N+](=O)[O-])o2)cc1S(=O)(=O)N1CCCCC1,-1.3,-1,-3,-7,-8,13,0,16,-15
CSc1ccc(CN2C(=O)C(C)Sc3ccc(C(C)=O)cc32)cc1 (centres undefined),.,-2,-4,4,-5,3,-6,7,-4
C=CCn1c(=O)c2ccccc2n2c(SCc3csc(-c4ccccc4)n3)nnc12,1.9,-4,-5,-11,4,0,4,7,-3
CC(C)Cn1c(=O)c2sccc2n2c(CCCC(=O)N3CCC(N4CCCCC4)CC3)nnc12,-0.6,-7,2,-2,-2,1,-2,11,-4
COc1ccc(Br)cc1C(=O)Nc1ccc(N2CCCC2)cc1,3.3,-5,16,0,-3,0,-9,9,-3
CCOC(=O)[C@]12CCCC=C1N(Cc1ccc3c(c1)OCO3)C(=O)[C@H](CC(=O)NCc1cccs1)C2,.,0,.,-18,23*,2,.,-2,-1
CCOC(=O)c1[nH]cnc1C(=O)NC(C)C,-0.8,2,-26,6,8,1,7,0,-2
CN(C)CCN(C)C1CN(C2CCCC2)S(=O)(=O)C1 (centres undefined),.,-5,-10,-3,3,1,4,5,-2
COc1cc(-c2nc3ccccn3c2/N=C/c2cc(OC)c(OC)c(OC)c2)ccc1O,-0.1,1,9,8,-6,-1,-8,2,-3
O=c1oc2ccccc2cc1-c1nc(-c2ccccc2)no1,2.6,0,-3,-4,11,2,1,-8,1
CCOc1ccc2nc(NC(=O)CSc3cn[nH]n3)sc2c1,-0.1,0,-1,10,0,0,-5,5,-4
CC(C)Oc1cc(F)ccc1-c1cc(C(=O)NCC2CCCCC2)[nH]n1,.,-1,-7,-7,1,0,1,2,-1
CC1=NN(C(C#N)c2c(C)nn(Cc3ccccc3)c2C)C(C)(C)C1 (centres undefined),0.1,-2,-7,4,-3,1,12,13,-2
CC1CCCN(C(=O)c2ccc([N+](=O)[O-])o2)C1 (centres undefined),2.5,-6,-4,-22,9,1,4,-14,4
CSc1ccccc1NC(=O)CN(C)C(=O)COc1cccc2cccnc12,1.1,-2,7,7,0,1,-4,2,-5
Cc1cc(/C=N/NC(N)=S)c(C)n1-c1cccc(Cl)c1,1.4,-4,-4,-3,6,3,5,4,-6
CCc1nn(CCCC(=O)NC2CCCCC2C)c(=O)c2cc3occc3n12 (centres undefined),-4.2,-3,-15,-14,13,4,6,6,-1
O=C(Nc1nc2ccccc2s1)C1CCCO1 (centres undefined),0.3,-3,-3,5,4,1,7,-2,0
COc1cc(C2/C(=C(/O)c3ccc(OCC(C)C)cc3)C(=O)C(=O)N2CCN(C)C)ccc1O (centres undefined),-0.8,4,1,2,7,1,9,-1,-2
O=C(CN(Cc1ccco1)C(=O)CNS(=O)(=O)c1ccc(Cl)cc1)NCc1ccc(F)cc1,-3.3,-1,-13,4,6,2,1,3,1
COc1ccc2c(CC#N)c[nH]c2c1,78*,-5,-25,-5,3,1,3,4,8
CN(C)c1ccc(NC(=O)CCn2c(=S)oc3ccccc32)cc1,0.8,-5,-5,4,-7,1,8,-4,1
Cc1ccc(NC2CCCN(C(=O)c3cccc(-c4ncc[nH]4)c3)C2)cc1C (centres undefined),2.3,-3,-7,-12,3,1,3,-7,-2
COc1ccc(N2C(=O)c3ccccc3NC(=O)C2C(=O)NCc2ccco2)cc1 (centres undefined),.,1,.,4,0,1,.,-7,10
Cc1ccc(S(=O)(=O)NC(C(=O)O)c2ccccc2)cc1 (centres undefined),133*,3,-6,1,-2,0,8,-18,12
CCc1nn(C(CC)C(=O)NCc2cccc(OC)c2OC)c(=O)c2cc3occc3n12 (centres undefined),-1.8,-4,-14,4,2,6,13,9,-3
CC(C)(C(=O)N1CCC1(C)C(=O)NS(=O)(=O)c1ccc(Cl)s1)c1ccccc1 (centres undefined),.,0,-2,-10,2,1,6,-2,1
CN1C(=O)NC(c2ccc(Cl)cc2)C2=C1CC(C)(C)CC2=O (centres undefined),-1.2,-4,-11,-6,6,1,7,3,3

# Individual results from the list:
# `O=C(CN(Cc1ccco1)C(=O)CNS(=O)(=O)c1ccc(Cl)cc1)NCc1ccc(F)cc1` in CRFBP-R2 agonist shows -3.3
# `CCc1nn(C(CC)C(=O)NCc2cccc(OC)c2OC)c(=O)c2cc3occc3n12` (centres undefined) in M5 ag shows -4

# Next part.
SMILES,CRFBP-R2 agonist,M5 ag,M1 antag,CHRM4 antagonist,CHRM4 PAM,CHRM4 agonist,CHRM1 PAM,M5 antag,M5 PAM
CCCS(=O)(=O)N1CCN(Cc2ccc(OCc3ccccc3)c(OC)c2)CC1,0.6,2,7,-3,-6,4,-10,9,-7
CCCNC(=O)N1CCN(S(=O)(=O)c2ccc(C)c(C)c2)CC1,-2.8,-1,0,-1,7,1,7,6,-8
C[C@@H]1CN([C@H](C)CO)C(=O)CCCn2nncc2CO[C@H]1CN(C)Cc1ccc(-c2ccccc2)cc1,0.3,-2,-1,-2,-4,2,-6,-9,9
COc1ccc(C)cc1NC(=O)NNC(=O)c1ccoc1C,2.9,1,-11,8,-4,1,4,-1,-5
COc1ccc(/[N+]([O-])=C/c2ccco2)cc1,-1.2,1,-4,3,10,4,12,16,4
CCSc1nnc(NC(=O)CCn2c(=O)oc3ccccc32)s1,-7.8,3,-11,-10,-2,0,4,1,-2
COc1ccc(S(=O)(=O)NCCc2c[nH]c3ccccc23)cc1OC,-0.7,1,-7,8,-4,1,9,0,-5
Cc1c(C(=O)NCc2ccccc2C(F)(F)F)sc(=O)n1Cc1ccccc1C#N,.,-1,-12,7,-2,2,3,1,-3
CC1CC(C)CN(CC(O)COc2ccc3c(c2)CCC3)C1 (centres undefined),1.1,-2,-5,1,-6,1,2,15,-8
CC1(Cc2cccc(F)c2)C(=O)Nc2ccc(OC(F)(F)F)cc21 (centres undefined),.,-2,-2,-3,-1,-2,1,0,-3
CCCCNc1nc(-c2ccccc2)cc(C(F)(F)F)c1C(N)=O,-0.1,-5,-5,-11,4,-2,-5,6,-5
COc1ccccc1NC(=O)Nc1ccc(NC(=O)c2ccccc2O)cc1,-3.2,1,-1,7,-6,10,6,22,-10
Cc1cccc(NS(=O)(=O)c2ccc(C)c(C(=O)OCC(=O)Nc3cc(C)on3)c2)c1,0.1,1,3,-10,15,2,3,5,-6
COc1ccc(C2NC(=O)C(C)S2)cc1 (centres undefined),-2.1,0,-13,4,-3,2,7,-5,0
Cc1ccc(NC(=S)N(N)CCO)cc1,-0.8,2,-3,1,2,2,4,7,0
C#CC[N+](C)(C)CC#Cc1ccc(Cl)cc1,-1.8,-9,11,8,-6,1,-14,15,-5
CCOC(=O)c1c(S(=O)(=O)N2CCCC(C(=O)Nc3ccc(C)cn3)C2)c(C)n(C)c1C (centres undefined),-2.4,-4,-11,-8,8,1,10,-4,1
CCC(=O)Nc1cccc(NC(=O)c2ccccc2Br)c1,-1.1,0,9,7,3,1,-6,11,-5
O=C(Nc1cccc([N+](=O)[O-])c1)c1ccc([N+](=O)[O-])o1,-1.6,1,-5,-9,9,5,3,24,-4
O=c1cc(CCl)nc(Cc2c(Cl)cccc2Cl)[nH]1,-2.5,-4,1,-9,-18,1,-3,2,1
C=CCNC(=O)c1cccc2c1C(=O)c1ccc(N3CCOCC3)cc1S2(=O)=O,3.7,6,-4,-5,2,8,5,14,-5
Cc1ccc2c(c1)nnn2C1CCN(S(=O)(=O)c2ccc(C(=O)N3CC(C)CC(C)C3)cc2)CC1 (centres undefined),-0.4,-2,-2,-5,-2,2,-1,7,-5
CCn1c(C)nc2cc(C(=O)N/N=C/c3cccc(O)c3O)ccc21,-1.0,-3,-1,-1,3,2,-5,6,-6
O=C(COC(=O)C1CCN(/C=C/C(=O)C(F)(F)F)CC1)Nc1ccccc1,-1.8,0,-1,3,2,1,6,-12,1
O=C(Nc1nnc(S(=O)(=O)N2CCCCCC2)s1)c1cccc(Br)c1,29,3,-5,-12,-5,7,3,0,-3
CCCn1c(SCC(=O)Nc2cccc(C(=O)OCC)c2)nnc1-c1ccoc1C,-0.4,-8,2,-4,4,1,-3,2,1
Cc1ccc(N(CC(=O)Nc2ccccc2C(=O)NCc2ccco2)S(=O)(=O)c2ccccc2)cc1C,6.6,-5,0,3,6,4,5,0,-3
COCCN(C(=O)CSc1nncn1-c1ccccc1)c1c(N)n(Cc2ccccc2)c(=O)[nH]c1=O,-1.3,-1,-8,6,-4,0,5,-2,0
Cc1ccc(Cn2cc(CN3CC(N(C)C)CS3(=O)=O)nn2)cc1 (centres undefined),.,1,.,-6,8,0,.,-3,-6
COc1ccc(C(=O)N/N=C/c2cccnc2)cc1,-0.2,-3,-16,-1,2,1,8,4,2
CC(=O)Nc1ccc(N2N=C(C)C(N=Nc3ccccc3)C2=O)cc1 (centres undefined),0.0,-3,-1,-5,0,1,1,5,-2
